Screening results (PubChem BioAssay)
NCI-60 one-dose screen, 48 h, at 10 µM unless noted. Numbers give growth in % (100 = growth as untreated, 0 = no growth, -100 = all killed).
LOX IMVI: LOX IMVI melanoma. AID 1794757. 79,000 tested, 7.4% active
HS 578T: HS 578T breast cancer; 78,000 tested, 4.1% active
SK-MEL-28: SK-MEL-28 melanoma; 81,000 tested, 4.1% active
T-47D: T-47D breast cancer; 79,000 tested, 5% active; AID 1794792
BT-549: BT-549 breast cancer | 78,000 tested, 4.4% active
MCF7: MCF7 breast cancer; 82,000 tested, 6.3% active; AID 1794796
MDA-MB-468: MDA-MB-468 breast cancer. 78,000 tested, 8.5% active
MDA-MB-231: MDA-MB-231 breast cancer; 81,000 tested, 5% active
The depositor's hits bear a star; & = joins results of further samples. How the source made its calls: active means growth percent below 10; inactive means the rest.

How did O=C1/C(=C\c2ccc(Cl)cc2)Sc2c(F)cccc21 do in these assays?
LOX IMVI: 102; HS 578T: 96; SK-MEL-28: 113; T-47D: 82; BT-549: 111; MCF7: 36; MDA-MB-468: 102; MDA-MB-231: 93

Results for CO[C@@H](C)Cn1c(=O)n(C)c2cnc3ccc(-c4cncc(C(C)(C)O)c4)cc3c21 ?
LOX IMVI: -34*; SK-MEL-28: -8.2*; T-47D: -22*; BT-549: -6.6*; MCF7: 6.2*; MDA-MB-468: -46*; MDA-MB-231: 6.6*

How did CCCN(CCC)C(=O)C(C)C do in these assays?
LOX IMVI: 98; HS 578T: 98; SK-MEL-28: 109; T-47D: 102; BT-549: 111; MCF7: 99; MDA-MB-468: 100; MDA-MB-231: 112

What do the screens show for `O=C(OC1CCCCC1)c1ccc(Cl)cc1`?
LOX IMVI: 93; HS 578T: 100; SK-MEL-28: 115; T-47D: 98; BT-549: 114; MCF7: 103; MDA-MB-468: 90; MDA-MB-231: 105

How did ClC(Cl)(c1ccccc1)c1ccc(-c2ccccc2)cc1 do in these assays?
LOX IMVI: 90; HS 578T: 92; SK-MEL-28: 95; T-47D: 80; BT-549: 80; MCF7: 37; MDA-MB-468: 84; MDA-MB-231: 88

What do the screens show for `COc1ccc(C(=O)C(=O)c2ccccc2)cc1`?
LOX IMVI: 100; SK-MEL-28: 110; T-47D: 104; BT-549: 112; MCF7: 103; MDA-MB-468: 101; MDA-MB-231: 101

Results for CCOC(=O)c1ccnc2ccc(O)cc12 ?
LOX IMVI: 106; HS 578T: 106; SK-MEL-28: 104; T-47D: 104; BT-549: 102; MCF7: 93; MDA-MB-468: 89; MDA-MB-231: 111

What do the screens show for `CC(C)COc1ccc(-c2nn(-c3ccccc3)cc2/C=C2\SC(=S)N(CCCCCCCCCCC(=O)O)C2=O)cc1`?
LOX IMVI: 96; HS 578T: 84; SK-MEL-28: 103; T-47D: 90; BT-549: 79; MCF7: 92; MDA-MB-468: 101; MDA-MB-231: 106

What do the screens show for `COC1OC(CO)C(OC(C)=O)C(OC(C)=O)C1OC(C)=O` (stereo not drawn)?
LOX IMVI: 101; HS 578T: 98; SK-MEL-28: 102; MCF7: 98; MDA-MB-468: 106; MDA-MB-231: 109

Results for CCCCC1(CCCC)NC(=O)NC1=O ?
LOX IMVI: 97; HS 578T: 96; SK-MEL-28: 105; T-47D: 89; BT-549: 95; MCF7: 94; MDA-MB-468: 108; MDA-MB-231: 100

How did CC1C(/C=N/Nc2ccccc2)C(C#N)(C#N)C1(C#N)C#N (stereo not drawn) do in these assays?
LOX IMVI: 39; HS 578T: 87; SK-MEL-28: 100; T-47D: 79; BT-549: 77; MCF7: 82; MDA-MB-468: 91; MDA-MB-231: 70

What do the screens show for `CC(C)(C)n1cc(-c2ccnc(NCCNS(=O)(=O)c3ccc(O)cc3)c2)c(-c2cccc(O)c2)n1`?
LOX IMVI: 106; HS 578T: 98; SK-MEL-28: 99; T-47D: 88; BT-549: 94; MCF7: 81; MDA-MB-468: 92; MDA-MB-231: 111

Results for COc1ccc(-c2nn(-c3ccccc3)cc2/C=C2\SC(=S)N(c3ccc(C)cc3)C2=O)cc1 ?
LOX IMVI: 89; HS 578T: 98; SK-MEL-28: 92; T-47D: 85; BT-549: 108; MCF7: 88; MDA-MB-231: 85

Results for Cc1ccc(S(=O)(=O)CCOC(=O)CNC(=O)OCc2ccccc2)cc1 ?
LOX IMVI: 93; HS 578T: 115; SK-MEL-28: 112; T-47D: 92; BT-549: 98; MCF7: 97; MDA-MB-468: 107; MDA-MB-231: 110

Results for CNC1=C([N+](=O)[O-])C(c2cccc(Br)c2)C(C#N)=C(c2cccs2)O1 (stereo not drawn) ?
LOX IMVI: 93; HS 578T: 102; SK-MEL-28: 115; T-47D: 82; BT-549: 97; MCF7: 93; MDA-MB-468: 117; MDA-MB-231: 104

Results for CCCOc1cc2c(cc1CCC)OCO2 ?
LOX IMVI: 98; HS 578T: 92; SK-MEL-28: 95; BT-549: 92; MCF7: 90; MDA-MB-468: 108; MDA-MB-231: 106

Results for NC(=S)Nc1ccc(O)cc1 ?
LOX IMVI: 101; HS 578T: 101; SK-MEL-28: 108; T-47D: 90; BT-549: 115; MCF7: 100; MDA-MB-468: 109; MDA-MB-231: 105

What do the screens show for `CNC(=O)c1cc(-c2ccc(NS(=O)(=O)c3ccc(C)cc3)cc2)nc2cccnc12`?
LOX IMVI: 100; HS 578T: 104; SK-MEL-28: 119; T-47D: 98; BT-549: 110; MCF7: 73; MDA-MB-468: 71; MDA-MB-231: 95

How did C=C[C@]1(C)CC2=C(C[C@@H]1O)[C@@]1(C)C(CC2=O)C(C)(C)CC[C@H]1O (stereo partly drawn) do in these assays?
LOX IMVI: 100; HS 578T: 105; SK-MEL-28: 111; T-47D: 105; BT-549: 108; MCF7: 106; MDA-MB-468: 96; MDA-MB-231: 103

How did COc1ccc(-c2oc3c(OC)c4c(c(OC)c3c2-c2cc3c(OC)c5c(c(OC)c3oc2=O)OCO5)OCO4)cc1 do in these assays?
LOX IMVI: 95; HS 578T: 102; SK-MEL-28: 105; T-47D: 96; BT-549: 106; MCF7: 91; MDA-MB-468: 98; MDA-MB-231: 94

How did Nc1ccccc1NC(=O)c1ccc(NC(=O)C/C=C/c2cccnc2)cn1 do in these assays?
LOX IMVI: 1.8*; HS 578T: 25; SK-MEL-28: -34*; T-47D: 8.3*; BT-549: 3.3*; MCF7: 5.8*; MDA-MB-468: -20*; MDA-MB-231: 42

Results for COc1ccc(-c2cc(-c3ccc(OC)cc3)nc(N3CCN(CCNc4ccnc5cc(Cl)ccc45)CC3)n2)cc1 ?
LOX IMVI: 86; HS 578T: 101; SK-MEL-28: 99; T-47D: 101; BT-549: 104; MCF7: 97; MDA-MB-468: 90; MDA-MB-231: 101

Results for Nc1ncnc2c1ncn2C1CC(O)C(CO)O1 (stereo not drawn) ?
LOX IMVI: 105&103; HS 578T: 153&107; SK-MEL-28: 115&123; T-47D: 99&112; MCF7: 97&96; MDA-MB-468: 100&113; MDA-MB-231: 119&112

How did Nc1ncnc2c1ncn2C1CCCO1 (stereo not drawn) do in these assays?
LOX IMVI: 112; HS 578T: 108; SK-MEL-28: 157; T-47D: 98; BT-549: 115; MCF7: 90; MDA-MB-231: 111

Results for O=C1NC(=O)C(=Cc2cn(Cc3cn(Cc4ccc(Cl)cc4Cl)nn3)c3ccccc23)C(=O)N1 ?
LOX IMVI: 80; HS 578T: 88; SK-MEL-28: 107; T-47D: 65; BT-549: 92; MCF7: 80; MDA-MB-468: 2.1*; MDA-MB-231: 82

How did CN1CCCCC1 do in these assays?
LOX IMVI: 94; HS 578T: 101; SK-MEL-28: 110; T-47D: 113; BT-549: 120; MCF7: 95; MDA-MB-468: 112; MDA-MB-231: 106

How did COc1ccc(-c2nc(N3N=C(c4ccc(Oc5ccc(Br)cc5)cc4)CC3c3cc(OC)c(OC)c(OC)c3)nc(N3CCOCC3)c2C#N)cc1 (stereo not drawn) do in these assays?
LOX IMVI: 95; HS 578T: 97; SK-MEL-28: 104; T-47D: 94; BT-549: 105; MCF7: 88; MDA-MB-468: 113; MDA-MB-231: 107

What do the screens show for `Nc1nonc1-c1nc2ccccc2n1Cc1c(F)cccc1Cl`?
LOX IMVI: 95; HS 578T: 104; SK-MEL-28: 105; T-47D: 82; BT-549: 104; MCF7: 98; MDA-MB-468: 91; MDA-MB-231: 96

How did O=C(Nc1ccccc1)Nc1cc(=O)[nH]c(SCC(=O)N2CCN(c3cc4c(cc3F)c(=O)c(C(=O)O)cn4C3CC3)CC2)n1 do in these assays?
LOX IMVI: 88; HS 578T: 99; SK-MEL-28: 107; T-47D: 92; BT-549: 105; MCF7: 97; MDA-MB-468: 98; MDA-MB-231: 98

Results for NC(=O)N/N=C/c1cccs1 ?
LOX IMVI: 95; HS 578T: 107; SK-MEL-28: 104; T-47D: 104; BT-549: 109; MCF7: 95; MDA-MB-468: 95; MDA-MB-231: 107

What do the screens show for `Clc1ccc(C2SC=Cc3ccccc32)cc1` (stereo not drawn)?
LOX IMVI: 106; HS 578T: 113; SK-MEL-28: 113; T-47D: 89; BT-549: 98; MCF7: 97; MDA-MB-468: 127; MDA-MB-231: 110

How did CCC(CC)(C(=O)O)C(=O)O do in these assays?
LOX IMVI: 93; HS 578T: 101; SK-MEL-28: 111; T-47D: 92; BT-549: 104; MCF7: 91; MDA-MB-468: 106; MDA-MB-231: 98

Results for CC(=N/Nc1ccccc1)/C(C)=N/Nc1ccccc1 ?
LOX IMVI: 98; HS 578T: 111; SK-MEL-28: 113; T-47D: 85; MCF7: 101; MDA-MB-468: 116; MDA-MB-231: 94

How did O=C(N/N=C\c1ccc(O)cc1)c1ccc2nc(-c3ccc([N+](=O)[O-])cc3)[nH]c2c1 do in these assays?
LOX IMVI: 105; HS 578T: 97; SK-MEL-28: 99; T-47D: 90; BT-549: 117; MCF7: 93; MDA-MB-468: 105; MDA-MB-231: 98

How did Clc1ccc(Nc2ccnc(NCCNc3ccnc4cc(Cl)ccc34)n2)cc1 do in these assays?
LOX IMVI: -80*; HS 578T: -25*; SK-MEL-28: -100*; T-47D: -60*; BT-549: 41; MCF7: -75*; MDA-MB-231: -20*

How did O=C(Cn1c(/C=C/c2ccc([N+](=O)[O-])cc2)nc2ccccc2c1=O)Nc1ccccc1 do in these assays?
LOX IMVI: 58; HS 578T: 54; SK-MEL-28: 76; T-47D: 80; BT-549: 63; MCF7: 79; MDA-MB-468: 45; MDA-MB-231: 47

Results for COc1ccc(C(=O)c2cc(F)c(F)c(OC)c2F)c(OC(=O)C(Cl)Cl)c1OC(=O)C(Cl)Cl ?
LOX IMVI: 63; HS 578T: 83; SK-MEL-28: 88; T-47D: 80; BT-549: 100; MCF7: 47; MDA-MB-468: 74; MDA-MB-231: 85

Results for O=c1oc2ccccc2c2nc3c(ccc4ccccc43)cc12 ?
LOX IMVI: 96; HS 578T: 98; SK-MEL-28: 130; T-47D: 59; BT-549: 104; MCF7: 80; MDA-MB-231: 96

What do the screens show for `Nc1c(N=Nc2ccc(S(=O)(=O)O)cc2)cc(S(=O)(=O)O)c2ccc(N=Nc3ccc([N+](=O)[O-])cc3)c(O)c12`?
LOX IMVI: 99; HS 578T: 100; SK-MEL-28: 113; T-47D: 94; BT-549: 102; MCF7: 102; MDA-MB-468: 111; MDA-MB-231: 95

Results for ClCC(CNCc1ccccc1)c1ccccc1 (stereo not drawn) ?
LOX IMVI: 107; HS 578T: 107; SK-MEL-28: 113; T-47D: 98; BT-549: 104; MCF7: 101; MDA-MB-468: 118; MDA-MB-231: 107

What do the screens show for `CSc1cc(N)ncn1`?
LOX IMVI: 96; HS 578T: 111; SK-MEL-28: 113; T-47D: 115; BT-549: 100; MCF7: 96; MDA-MB-468: 120; MDA-MB-231: 115

Not a retest: 8 of the compounds above.
How did CCC(CC)(C(=O)O)C(=O)O do in these assays?
LOX IMVI: 93; HS 578T: 101; SK-MEL-28: 111; T-47D: 92; BT-549: 104; MCF7: 91; MDA-MB-468: 106; MDA-MB-231: 98

Results for CC(=N/Nc1ccccc1)/C(C)=N/Nc1ccccc1 ?
LOX IMVI: 98; HS 578T: 111; SK-MEL-28: 113; T-47D: 85; MCF7: 101; MDA-MB-468: 116; MDA-MB-231: 94

How did O=C(N/N=C\c1ccc(O)cc1)c1ccc2nc(-c3ccc([N+](=O)[O-])cc3)[nH]c2c1 do in these assays?
LOX IMVI: 105; HS 578T: 97; SK-MEL-28: 99; T-47D: 90; BT-549: 117; MCF7: 93; MDA-MB-468: 105; MDA-MB-231: 98

How did Clc1ccc(Nc2ccnc(NCCNc3ccnc4cc(Cl)ccc34)n2)cc1 do in these assays?
LOX IMVI: -80*; HS 578T: -25*; SK-MEL-28: -100*; T-47D: -60*; BT-549: 41; MCF7: -75*; MDA-MB-231: -20*

How did O=C(Cn1c(/C=C/c2ccc([N+](=O)[O-])cc2)nc2ccccc2c1=O)Nc1ccccc1 do in these assays?
LOX IMVI: 58; HS 578T: 54; SK-MEL-28: 76; T-47D: 80; BT-549: 63; MCF7: 79; MDA-MB-468: 45; MDA-MB-231: 47

Results for COc1ccc(C(=O)c2cc(F)c(F)c(OC)c2F)c(OC(=O)C(Cl)Cl)c1OC(=O)C(Cl)Cl ?
LOX IMVI: 63; HS 578T: 83; SK-MEL-28: 88; T-47D: 80; BT-549: 100; MCF7: 47; MDA-MB-468: 74; MDA-MB-231: 85

Results for O=c1oc2ccccc2c2nc3c(ccc4ccccc43)cc12 ?
LOX IMVI: 96; HS 578T: 98; SK-MEL-28: 130; T-47D: 59; BT-549: 104; MCF7: 80; MDA-MB-231: 96

What do the screens show for `Nc1c(N=Nc2ccc(S(=O)(=O)O)cc2)cc(S(=O)(=O)O)c2ccc(N=Nc3ccc([N+](=O)[O-])cc3)c(O)c12`?
LOX IMVI: 99; HS 578T: 100; SK-MEL-28: 113; T-47D: 94; BT-549: 102; MCF7: 102; MDA-MB-468: 111; MDA-MB-231: 95

Compounds were not picked by outcome; 12% or so of the library scored in one or more.
